M. tuberculosis – growth inhibition of non-replicating M. tuberculosis (AID 488890); 320,000 tested, 0.39% active; Mycobacterium tuberculosis non-replicating, growth inhibition; higher % means a stronger effect; inhibition, % at 25 µM, or IC50 in µM where a hit was titrated; in the data active = a potency from the dose series; inconclusive = inhibition mostly from about 82% at the one dose, without a potency; inactive = the rest, 99 in 100 with inhibition below about 76%;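 also: plate controls were DMSO cells for no effect and high antibiotic wells for full effect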
H1N1 NS1A inhibition – NS1A inhibition, H1N1 influenza, cell based functional assay (AID 504329); one-dose inhibition, % at 12.5 µM; IC50 in µM for titrated hits; NS1A functional cell-based assay, percent inhibition; higher % means a stronger effect; 340,000 tested, 0.3% active; in the data active = a potency from the dose series; inconclusive = inhibition above about 27% without an active follow-up result; also: strong numbers were not always called active
VEEV TC-83 Vero – inhibitors of VEEV TC-83 cytopathic effect, confirmation, Vero cells (AID 588727); 350,000 tested, 0.13% active; inhibition, % at 20 µM, or IC50 in µM where a hit was titrated; Vero cells, VEEV TC-83 cytopathic effect inhibition; higher % means a stronger effect; in the data active = a potency from the dose series; inconclusive = inhibition mostly from about 14% at the one dose, without a potency; inactive = the rest, 99 in 100 with inhibition below about 12%; also: strong numbers were not always called active
H37Rv inhibition – M. tuberculosis growth inhibition, HTS (AID 449762). 330,000 tested, 0.59% active. M. tuberculosis H37Rv growth inhibition, 7H9 media; higher % means a stronger effect. one-dose inhibition, % at 25 µM; IC50 in µM for titrated hits; in the data active = a potency from the dose series; inconclusive = inhibition above about 70% without an active follow-up result;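 also: bacterial growth assessed after seven days of incubation; strong numbers were not always called active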
PhoP GFP inhibition – PhoP regulon inhibitors, Salmonella typhi PhoP promoter GFP reporter, confirmatory (AID 1850). Salmonella Typhi PhoP-promoter GFP reporter, fluorescence, 4 h; higher % means a stronger effect. 310,000 tested, 0.33% active. inhibition, % at 50 µM, or IC50 in µM where a hit was titrated; in the data active = a potency from the dose series; inconclusive = inhibition mostly from about 25% at the one dose, without a potency; inactive = the rest, 99 in 100 with inhibition below about 19%;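 also: 0% = induced wells with vehicle and 100% = uninduced wells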
* hit, by the source's call; i = inactive; ? = inconclusive; · = no result given; & = joins results of further samples.

#1 COCCn1nnnc1C(c1ccc2ncccc2c1)N1CCN(c2ccccc2F)CC1 (stereo unspecified)
#2 O=C(O)c1cccc(COc2cccc3ccccc23)c1
#3 COc1ccccc1-c1cc(C(=O)NCCCN2CCOCC2)no1
#4 Cc1cc(C)n(CCC(=O)N/N=C/c2cccc([N+](=O)[O-])c2)n1
#5 CCOC(=O)c1c(C)cccc1OCC(N)=O
#6 O=C(C1CCCO1)N1CCN(C(=S)NC2CC2)CC1 (stereo unspecified)
#7 CN(C)CCNC(=O)c1scc2c1CCCC2
#8 CCCCn1nc(NS(=O)(=O)c2cccc3nonc23)c2cc3cccc(C)c3nc21
#9 COc1ccc(/C=N/c2sc3c(c2C#N)CCN(Cc2ccccc2)C3)c(O)c1
#10 COc1cc(-c2nnc(SCC#CCO)o2)cc(OC)c1OC
Assay by compound	1	2	3	4	5	6	7	8	9	10
PhoP GFP inhibition	-8.6%	1.5%	0.1%	1.1%	7.6%	2.6%	4.9%	-3.4%	-0.3%	-4.3%
H1N1 NS1A inhibition	2.4%	-19.0%	2.0%	13.2%	-3.4%	-7.9%	-3.7%	-0.7%	·	3.9%
VEEV TC-83 Vero	1.6%	i	1.4%	1.1%	0.0%	0.1%	9.0%	1.4%	·	2.9%
M. tuberculosis	8.3%	48.0%	5.0%	-3.9%	-1.9%	-5.5%	-5.2%	14.0%	-8.3%	77.1%
H37Rv inhibition	-7.3%	-10.6%	4.7%	3.5%	-0.4%	-1.3%	-12.9%	2.9%	0.9%	-4.1%

#11 Cc1ccnc(NC(=O)CNC(=O)c2ccccc2Br)c1
#12 Ic1ccccc1CN[C@@H]1C2CCN(CC2)[C@@H]1C(c1ccccc1)c1ccccc1
#13 CN(C(=O)c1cccc(NC(=O)Cc2ccc([N+](=O)[O-])cc2)c1)C1CCCCC1
#14 Cc1ccccc1N(CC(=O)N1CCCC1)S(=O)(=O)c1ccc(Cl)cc1
#15 C1CCC(C23CC4CC(CC(C4)C2)C3)NC1 (stereo unspecified)
#16 CCOC(=O)Nc1cc(C)c(Cl)cc1OC
#17 CSc1ccc(CN(C)CC(=O)NC(C)c2ccccc2)cc1 (stereo unspecified)
#18 COc1ccc(/C=C/C(=O)OCC(=O)NC2CCCCC2C)c(OC)c1 (stereo unspecified)
#19 Cc1csc(NC(=O)C2CCCCN2S(=O)(=O)c2ccccc2)n1 (stereo unspecified)
#20 COc1cc(/C=C/C(=O)OCC(=O)Nc2cc(C)on2)ccc1OCC#N
Assay by compound	11	12	13	14	15	16	17	18	19	20
PhoP GFP inhibition	-7.3%	-11.6%	·	-5.8%	3.4%	-2.7%	8.7%	·	8.9%	·
H1N1 NS1A inhibition	10.9%	6.8%	0.9%	-4.0%	4.2%	-6.3%	-0.9%	-7.2%	4.2%	-4.8%
VEEV TC-83 Vero	7.8%	i	0.3%	1.9%	1.1%	0.6%	0.8%	2.3%	i	0.4%
M. tuberculosis	-12.3%	72.5%	34.7%	1.7%	-10.0%	13.9%	9.6%	-14.4%	4.7%	·
H37Rv inhibition	-17.8%	29.5µM*	4.8%	-5.4%	-6.2%	2.0%	3.7%	0.8%	-9.0%	·

Part of the list above, as labelled records:
16) CCOC(=O)Nc1cc(C)c(Cl)cc1OC
  PhoP GFP inhibition = -2.7%; H1N1 NS1A inhibition = -6.3%; VEEV TC-83 Vero = 0.6%; M. tuberculosis = 13.9%; H37Rv inhibition = 2.0%

11) Cc1ccnc(NC(=O)CNC(=O)c2ccccc2Br)c1
  PhoP GFP inhibition = -7.3%; H1N1 NS1A inhibition = 10.9%; VEEV TC-83 Vero = 7.8%; M. tuberculosis = -12.3%; H37Rv inhibition = -17.8%

17) CSc1ccc(CN(C)CC(=O)NC(C)c2ccccc2)cc1 (stereo unspecified)
  PhoP GFP inhibition = 8.7%; H1N1 NS1A inhibition = -0.9%; VEEV TC-83 Vero = 0.8%; M. tuberculosis = 9.6%; H37Rv inhibition = 3.7%

(list continues)
#21 Cc1ccc(-c2nc(CS(=O)CC(=O)NCc3ccco3)c(C)o2)cc1 (stereo unspecified)
#22 O=C(COC(=O)c1cccs1)Nc1cccc(Cl)c1
#23 Cc1ccc(S(=O)(=O)NCC(=O)NCC(=O)OC(C(=O)NC(N)=O)C(C)C)cc1C (stereo unspecified)
#24 CN(C)Cc1c(O)ccc2oc(Cc3ccccc3)cc12
#25 COc1cc(/C=N/N=C(\N)c2nonc2N)ccc1O
#26 O=C(NCC1COc2ccccc2O1)c1ccc(Br)s1 (stereo unspecified)
#27 CCCSc1nc(C)cc(C)c1S(C)(=O)=O
#28 C[C@@H]1C(c2ccc(F)cc2)=NN(c2ccccc2)[C@H]1C(=O)N1CCOC1=O
#29 CCCn1c(SCC(=O)Nc2ccccc2C(=O)OC)nc2c1c(=O)n(C)c(=O)n2C
#30 Cc1ccc(CNC(=O)CCc2cn(C)c3ccccc23)cc1
Assay by compound	21	22	23	24	25	26	27	28	29	30
PhoP GFP inhibition	-7.0%	·	7.8%	6.3%	-5.1%	-7.5%	6.6%	·	1.0%	-0.5%
H1N1 NS1A inhibition	-1.6%	-13.8%	-5.5%	-1.6%	0.3%	-4.5%	-10.9%	-7.6%	-6.0%	1.3%
VEEV TC-83 Vero	0.0%	1.9%	0.9%	0.2%	1.5%	1.5%	0.9%	i	i	1.5%
M. tuberculosis	9.8%	63.6%	-13.1%	18.4%	1.1%	39.6%	-4.5%	·	4.1%	17.4%
H37Rv inhibition	5.2%	2.2%	-6.3%	-4.5%	-4.4%	12.2%	-7.6%	·	15.8%	3.5%

#31 COc1ccc(-c2cc(C(=O)O)[nH]n2)cc1OC
#32 O=C(CC1C[C@H](C(=O)N2CCCCC2)[C@@]2(CCc3ccccc3)c3[nH]c4ccccc4c3CCN2C1=O)NCCC1=CCCCC1 (stereo partly specified)
#33 Cn1nc(-c2ccccc2F)c2cc(C(=O)Nc3ccc4c(c3)OCCO4)sc21
#34 CC1=C(C(=O)Nc2ccccc2C(=O)NC2CCC(C)CC2)SCCO1 (stereo unspecified)
#35 COc1ccc(C(=O)C2CCCN(C(=O)C3=CCCC3)C2)cc1OC (stereo unspecified)
#36 CCc1oc2ccccc2c1C(=O)c1cc(Br)c(O)c(Br)c1
#37 O=[N+]([O-])c1ccccc1Oc1ccc(Cl)c2cccnc12
#38 C=CCn1c(SCC(=O)N(CCC)C2CCS(=O)(=O)C2)nnc1-c1ccccc1OC (stereo unspecified)
#39 Cc1cc(OCc2nc3ccccc3s2)ccc1N
#40 CN(C)C(=O)c1cn(CCC#N)nc1-c1ccc2ccccc2c1
Assay by compound	31	32	33	34	35	36	37	38	39	40
PhoP GFP inhibition	-8.9%	·	2.0%	0.7%	9.9%	-0.4%&-16.4%	-3.3%	6.8%	0.8%	-6.4%
H1N1 NS1A inhibition	3.0%	2.3%	5.0%	1.1%	-7.0%	-0.7%	9.2%	9.0%	9.6%	5.2%
VEEV TC-83 Vero	1.3%	1.2%	7.1%	0.5%	0.8%	0.8%	2.9%	1.3%	3.6%	2.0%
M. tuberculosis	-13.4%	1.9%	-1.4%	-12.0%	-4.9%	18.5%	36.0%	1.9%	65.3%	2.9%
H37Rv inhibition	-7.2%	7.4%	17.7µM*	-2.8%	-6.4%	1.7%	11.8%	-0.5%	94.2%	6.7%

#41 O=S(=O)(Nc1ncccn1)c1ccc(NC(=S)NCc2ccco2)cc1
#42 CCCCNS(=O)(=O)c1ccc(OC)c(C)c1
#43 Cn1c(CN2CCCC2)nc2cc(NC(=O)c3ccc(Cl)cc3)ccc21
#44 COc1cccc(/C=N/Nc2ncc(C)c(=O)[nH]2)c1OC
#45 O=C(c1cccn(Cc2cccc(Cl)c2)c1=O)N1CCOCC1
#46 CN(C)C(=S)NC1CCS(=O)(=O)C1 (stereo unspecified)
#47 COc1ccc(Nc2nc(C)c(-c3ccccc3)s2)cc1
#48 CCCCN1CC(COCc2ccccc2)Oc2cccc(Oc3ccc(F)cc3)c2S1(=O)=O (stereo unspecified)
#49 N#Cc1ncc(Cc2ccccc2)nc1C#N
#50 CC(C)CCNC(=O)COC(=O)c1cc(Br)c(Br)s1
Assay by compound	41	42	43	44	45	46	47	48	49	50
PhoP GFP inhibition	-5.2%	2.9%	0.0%	-9.2%	6.6%	0.8%	-0.2%	·	10.0%	4.1%
H1N1 NS1A inhibition	-4.9%	-5.4%	-3.1%	-16.8%	-19.9%	-3.4%	8.0%	-4.0%	1.7%	-8.4%
VEEV TC-83 Vero	2.3%	0.4%	1.8%	1.4%	i	0.7%	7.7%	0.1%	i	1.2%
M. tuberculosis	22.8%	3.1%	19.6%	9.4%	-1.7%	-7.4%	70.5%	·	79.3%	?
H37Rv inhibition	-8.8%	40.6%	-7.8%	3.0%	3.3%	0.7%	?	·	9.0%	?

#51 Cc1cccc(C)c1NC(=O)C1C2C=CC(C2)C1C(=O)NCc1ccccn1 (stereo unspecified)
#52 Cc1cccc(Nc2nnc(SCC(=O)Nc3cccc(S(=O)(=O)N4CCCCC4)c3)s2)c1
#53 COc1ccc(OCC(=O)Nc2cc(S(=O)(=O)N3CCCC3)ccc2OCC(F)(F)F)cc1
#54 O=C(c1cccc(C(F)(F)F)c1)C1CCCN(Cc2cccn2-c2ccccn2)C1 (stereo unspecified)
#55 CCOc1cc(C2NC(=O)N(C)C(C)=C2[N+](=O)[O-])ccc1OC(C)=O (stereo unspecified)
#56 COC(=O)c1c(-c2ccccc2)c[nH]c1C
#57 COc1ccc2[nH]c3c(c2c1)CCN1C(=O)N([C@@H](C)C(=O)NC2CCCC2)C(=O)[C@]31C
#58 O=c1c2cc(NC(=S)NCc3ccccn3)ccc2nc2n1CCCCC2
#59 O=C(CCC1CCCCC1)Nc1ccccc1O
#60 O=C(Nc1ccc(Br)cc1)NC1CCCCCCC1
Assay by compound	51	52	53	54	55	56	57	58	59	60
PhoP GFP inhibition	5.4%	-9.8%	·	1.7%	23.5%	8.7%	-8.9%	1.6%	12.2%	-0.2%
H1N1 NS1A inhibition	1.0%	-11.4%	-8.9%	1.3%	-8.2%	5.7%	4.7%	-4.7%	5.0%	-9.0%
VEEV TC-83 Vero	0.1%	9.9%	1.5%	i	2.4%	i	1.0%	1.1%	1.8%	0.1%
M. tuberculosis	1.1%	20.6%	·	13.1%	2.0%	-0.2%	43.2%	18.1%	60.8%	62.3%
H37Rv inhibition	-0.4%	2.0%	·	17.2%	-4.0%	-9.3%	-9.5%	1.9%	-6.5%	?

Four compounds from above, showing only H37Rv inhibition and M. tuberculosis.
entry | canonical_smiles | H37Rv inhibition | M. tuberculosis
60 | O=C(Nc1ccc(Br)cc1)NC1CCCCCCC1 | ? | 62.3%
59 | O=C(CCC1CCCCC1)Nc1ccccc1O | -6.5% | 60.8%
58 | O=c1c2cc(NC(=S)NCc3ccccn3)ccc2nc2n1CCCCC2 | 1.9% | 18.1%
57 | COc1ccc2[nH]c3c(c2c1)CCN1C(=O)N([C@@H](C)C(=O)NC2CCCC2)C(=O)[C@]31C | -9.5% | 43.2%

The list goes on:
#61 CC1=NN(C(C#N)c2ccc(F)cc2)C(c2ccccc2)C1 (stereo unspecified)
#62 O=C(Nc1ccc(F)cc1)c1ccccc1
#63 Cc1ccc(-c2nnc(N)s2)cc1
#64 COc1ccc(-c2cc(-c3ccc(OC)cc3)[nH]n2)cc1
#65 CCOC(=O)c1cc2c(=O)n3ccccc3nc2n(CCCOC)c1=NC(=O)c1ccncc1
Assay by compound	61	62	63	64	65
PhoP GFP inhibition	-1.9%	-4.2%	-4.9%	-8.8%	1.3%
H1N1 NS1A inhibition	-28.0%	-4.2%	-1.0%	1.9%	7.6%
VEEV TC-83 Vero	1.0%	0.3%	0.7%	5.0%	8.0%
M. tuberculosis	2.0%	6.5%	4.9%	63.8%	0.5%
H37Rv inhibition	2.8%	-0.3%	48.9%	0.33µM*	-12.6%

Three entries from above in another layout.
| item | molecule | PhoP GFP inhibition | H1N1 NS1A inhibition | VEEV TC-83 Vero | M. tuberculosis | H37Rv inhibition |
| --- | --- | --- | --- | --- | --- | --- |
| 62 | O=C(Nc1ccc(F)cc1)c1ccccc1 | -4.2% | -4.2% | 0.3% | 6.5% | -0.3% |
| 63 | Cc1ccc(-c2nnc(N)s2)cc1 | -4.9% | -1.0% | 0.7% | 4.9% | 48.9% |
| 61 | CC1=NN(C(C#N)c2ccc(F)cc2)C(c2ccccc2)C1 (stereo unspecified) | -1.9% | -28.0% | 1.0% | 2.0% | 2.8% |

Compounds as they come; overall some 1.5% were active at least once.
